From PubChem
Pf growth 48h – inhibits P. falciparum growth in the first generation, 48 h; P. falciparum luciferase growth in erythrocytes, 48 h; Potency, µM (titrated, usually from 28.7 µM), for inactives: top-dose activity change, negative = inhibition, most hits filed as inhibitors; actives 5.9% (n = 310,000); AID 504832; further: potency means the concentration at half of the fitted maximal effect; on the % scale 0 is the no-effect control and ±100 the full control effect
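Growth was read as firefly luciferase luminescence after a 48 h, 37 C, 5% CO2 exposure of compounds to reporter-bearing P. falciparum cultures (0.1% parasitemia, 2% hematocrit final) in Albumax-supplemented RPMI 1640.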
Giardia FBPA inh – Giardia lamblia aldolase inhibition | A8B2U2 | purified Giardia FBPA | Potency, µM (highest dose often 59.6 µM), for the others: at the top dose activity, negative = inhibition, most hits filed as inhibitors | actives 0.71% (n = 290,000) | AID 2451; further: potency means the concentration at half of the fitted maximal effect; on the % scale 0 is the no-effect control and ±100 the full control effect; nearly all actives have a fitted effect of over 55% in size
Target sequence (A8B2U2 whole entry, looked up): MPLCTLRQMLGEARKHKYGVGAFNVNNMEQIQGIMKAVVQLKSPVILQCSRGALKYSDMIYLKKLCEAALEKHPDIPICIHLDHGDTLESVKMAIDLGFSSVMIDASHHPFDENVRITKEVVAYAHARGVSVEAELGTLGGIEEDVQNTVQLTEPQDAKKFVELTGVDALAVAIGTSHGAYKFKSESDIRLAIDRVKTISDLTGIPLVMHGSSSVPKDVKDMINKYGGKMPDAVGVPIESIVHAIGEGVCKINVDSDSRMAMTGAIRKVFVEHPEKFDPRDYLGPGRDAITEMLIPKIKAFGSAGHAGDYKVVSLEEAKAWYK
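Giardia FBPA (40 nM reagent) was preincubated 10 min at RT with compound (up to 57.5 uM final), then substrate plus GAPDH/TPI/NAD/arsenate coupling system with diaphorase/resazurin was added; resorufin fluorescence (525/598 nm) was read after 20 min.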
Pf growth 96h – P. falciparum growth inhibition at 96 hour, primary screen for plastid delayed-death inhibitors; actives 6.9% (n = 320,000); Potency, µM (highest dose often 28.7 µM), for the others: at the highest dose activity change, negative = inhibition, hits mostly inhibitors; AID 504834; P. falciparum luciferase reporter growth, 96 h; further: potency means the concentration at half of the fitted maximal effect; on the % scale 0 is the no-effect control and ±100 the full control effect
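Erythrocytes infected with luciferase-expressing P. falciparum were dispensed at 2% hematocrit and 0.05% parasitemia (final), then incubated with compounds 96 hours at 37 C in 5% CO2. Luminescence after detection reagent addition reported growth.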
Shiga toxin inh – inhibitors of Shiga toxin in Vero cells. Vero cells, Shiga toxin protein synthesis inhibition reporter. inhibition, % at 38.7 µM. actives 9.2% (n = 290,000); in the data active means inhibition mostly above about 28%, no sharp cut-off; inactive means mostly below about 43%; further: 0% is about no effect
Sm TGR block – blocks Schistosoma mansoni thioredoxin glutathione reductase; Q962Y6; purified TGR, DTNB reduction, TNB absorbance 405 nm; Potency, µM (titrated, usually from 114 µM), for inactives: at the top dose activity change, negative = inhibition, hits mostly inhibitors; actives 3% (n = 360,000); AID 485364; further: potency means the concentration at half of the fitted maximal effect; on the % scale 0 is the no-effect control and ±100 the full control effect; nearly all actives have a fitted effect of over 60% in size
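First, TGR (20 nM dispensed) and NADPH were mixed with compound. Second, a 15 min room-temperature incubation followed. Third, further NADPH and then DTNB were added to start the reaction. Finally, TNB absorbance was monitored kinetically.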
Cycloheximide cs – affects cycloheximide protein synthesis inhibition readout, counter-screen | actives 12% (n = 300,000) | max response, % | cell reporter, cycloheximide protein synthesis inhibition counterscreen; in the data active means max response mostly above about 13%, no sharp cut-off; inactive means mostly below about 14%; further: read at 38.3 µM for the half of the compounds with a filed dose; 0% is about no effect
An asterisk follows results filed as active; i = inactive; ? = inconclusive; · = no result given; & = joins results of further samples; [ ] = dose if it differs, or a comment. Unless noted, the call rests on the fitted dose curve; in most records, active means well fitted curve in the direction sought with a large enough effect; inconclusive means small, poorly fitted or top-dose-only effect, or another doubt; inactive means no such curve, though single readings can be large; an effect the other way counts as inactive or inconclusive.

SMILES	Pf growth 48h	Giardia FBPA inh	Pf growth 96h	Shiga toxin inh	Sm TGR block	Cycloheximide cs
CCCn1c2ccccc2c2cnn(CC(=O)NC(C)CC)c(=O)c21 (configuration not stated)	17%	-2%	20%	-8	-22%&0%	1
CCOc1ccc(S(=O)(=O)n2c(C)nc3ccccc32)cc1	7%	-9%	5%	-5	4%	5
CC1=C(C(=O)OCc2ccccc2)C(c2ccc3ccccc3c2)NC(=O)N1CCCCCC(=O)O (configuration not stated)	?	1%&6%	10µM*	-15	-11%	-2
CCN(CC(=O)Nc1ccc2c(c1)OCCO2)C(=O)/C=C/c1ccc(OC)cc1OC	13%	0%	12%	60*	-1%	28*
Cc1ccc(C2(C)NC(=O)N(CC(=O)NC(=O)NC(C)C)C2=O)cc1 (configuration not stated)	-19%	·	-18%	-5	-10%	-2
C=CCn1c(NC(=O)c2ccccc2Cl)c(C#N)c2nc3ccccc3nc21	?	?	·	14	-31%	6
Cc1ccc(-c2nnc(SCC(=O)N3CCOCC3)nc2-c2ccc(C)cc2)cc1	?	-4%	?	-27	7%	-4
COc1ccc(CCNC(=O)c2cccc(Br)c2)cc1OC	15%	12%	-18%	-12	-26%	-1
O=C(NCCCN1CCN(Cc2ccccc2)CC1)C1CCN(c2nnc(-n3cccc3)s2)CC1	?	5%	63%[activator]	26	1%	3
CCn1nc(C(=O)NCc2ccco2)c(Cl)c1Cl	16%	0%	20%	4	-12%	-5
COc1cc(/C=N/NS(=O)(=O)c2ccc(C)cc2)ccc1OCc1ccc(C(=O)O)cc1	·	15%	-6%	146*	-12%	42*
Cc1ccc(C(=O)Nc2cc3c(cc2N2CCCCC2)n(C)c(=O)n3C)cc1	-10%	-1%	25%	32	2%	1
COc1ccc(-n2c(SCC#N)nc3c(sc(=S)n3-c3ccccc3)c2=O)c(OC)c1	-28%	2%	16%	-7	-4%	11
C/C(=N\NC(=O)c1ccc2c(c1)OCO2)c1ccc(O)cc1	52%[activator]	2%	0%	41*	1%	33*
CC1CCCN(C(=O)COc2ccc(Nc3ccccc3)cc2)C1 (configuration not stated)	3%	-3%	0%	35	-18%	8
CCOC(=O)C1CCN(C(=O)CCc2nnc3ccc(N4CCC(C)CC4)nn23)CC1	?	13%	19%	-5	-15%	-1
O=C(NC1CCCC1)C(c1cccnc1)N(Cc1ccccc1F)C(=O)c1csnn1 (configuration not stated)	-31%	3%	32%[activator]	6	0%	-3
COc1ccc(C2(C)NC(=O)N(CC(=O)c3cc(C)n(C4CC4)c3C)C2=O)cc1OC (configuration not stated)	?	·	?	·	-14%	·
Nc1nnc2c(C(F)(F)F)nc3ccccc3n12	40%[activator]	0%	38%[activator]	-9	-5%	-5
CCN(CC)S(=O)(=O)c1ccc2oc(C(=O)NC(C)C)c(C)c2c1	?	2%	53%[activator]	-6	-24%	4
CN(C)c1ccncc1C(=O)Nc1ccc(F)cc1F	131%[activator]	2%	?	2	9%	0
COc1cccc(OCc2ccc(C(=O)NCC3CCCO3)cc2)c1 (configuration not stated)	4%	-2%	-28%	37*	7%	28*
CSc1nc2nccc(/C=C\c3ccccc3)n2n1	?	5%	?	-9	-19%	5
Cc1ccc(-n2ncc3c2CCCC3NC(=O)CCN2CCCC2=O)cc1C (configuration not stated)	-9%	·	?	3	5%	-3
CC(C)NC(=O)COc1nncc2ccccc12	8%	4%	20%	-12	-11%	8

3 structures from above, sorted by count of non-hydrogen atoms, ascending.
SMILES	Pf growth 48h	Giardia FBPA inh	Pf growth 96h	Shiga toxin inh	Sm TGR block	Cycloheximide cs
CC(C)NC(=O)COc1nncc2ccccc12	8%	4%	20%	-12	-11%	8
Cc1ccc(-c2nnc(SCC(=O)N3CCOCC3)nc2-c2ccc(C)cc2)cc1	?	-4%	?	-27	7%	-4
COc1ccc(C2(C)NC(=O)N(CC(=O)c3cc(C)n(C4CC4)c3C)C2=O)cc1OC (configuration not stated)	?	·	?	·	-14%	·

Filtered by structure: the entries above with a Cl atom (two)
SMILES	Pf growth 48h	Giardia FBPA inh	Pf growth 96h	Shiga toxin inh	Sm TGR block	Cycloheximide cs
C=CCn1c(NC(=O)c2ccccc2Cl)c(C#N)c2nc3ccccc3nc21	?	?	·	14	-31%	6
CCn1nc(C(=O)NCc2ccco2)c(Cl)c1Cl	16%	0%	20%	4	-12%	-5

Another view of some results above:
COc1ccc(CCNC(=O)c2cccc(Br)c2)cc1OC
  Pf growth 48h: 15%
  Giardia FBPA inh: 12%
  Pf growth 96h: -18%
  Shiga toxin inh: -12
  Sm TGR block: -26%
  Cycloheximide cs: -1
O=C(NCCCN1CCN(Cc2ccccc2)CC1)C1CCN(c2nnc(-n3cccc3)s2)CC1
  Pf growth 48h: ?
  Giardia FBPA inh: 5%
  Pf growth 96h: 63%[activator]
  Shiga toxin inh: 26
  Sm TGR block: 1%
  Cycloheximide cs: 3
CCn1nc(C(=O)NCc2ccco2)c(Cl)c1Cl
  Pf growth 48h: 16%
  Giardia FBPA inh: 0%
  Pf growth 96h: 20%
  Shiga toxin inh: 4
  Sm TGR block: -12%
  Cycloheximide cs: -5

The results go on.
SMILES	Pf growth 48h	Giardia FBPA inh	Pf growth 96h	Shiga toxin inh	Sm TGR block	Cycloheximide cs
O=C(CN1CCOCC1)N/N=C/c1ccc(-c2ccc(C(=O)O)cc2)o1	11%	?	11%	10	-1%	7
COc1ccccc1N(C(=O)c1snc(C(N)=O)c1N)C(C(=O)NCCC(C)C)c1ccco1 (configuration not stated)	0%	4%	27%	-14	0%	-4
O=C(CSc1ncnc2c1nnn2Cc1ccccc1)NC1CCCCC1	-15%	1%	13%	-5	6%	-2
O=C1CCc2ccccc2N1	1%	2%	26%	-8	-29%	-3
O=C(O)c1ccc2c(=O)n3c(nc2c1)/C(=C/c1ccc(Cl)c([N+](=O)[O-])c1)CC3	-1%	-9%	-21%	13	?	-1
COc1ccc(CCNC(=O)c2ccc(CSc3ccccc3)o2)cc1	3%	-10%	-13%	7	-1%	9
COc1ccc(S(=O)(=O)N2CCN(C)CC2)cc1NC(=O)c1ccccc1	6%	8%	?	24	9%	-1
CCN(CC(=O)Nc1ccccc1OC)C(=O)CN1C(=O)NC(C)(c2ccccc2)C1=O (configuration not stated)	-27%	·	-20%	·	-14%	·
CCOc1ccc(-c2nn(-c3ccccc3)cc2/C=C2\SC(=S)N(C3CCS(=O)(=O)C3)C2=O)cc1 (configuration not stated)	-23%	2%	·	-10	-1%	-3
CCC(C)(C(=O)NC1CCCCC1)N(C(=O)CC1NC(=O)NC1=O)c1c(C)n(C)n(-c2ccccc2)c1=O (configuration not stated)	i	2%	-7%	22	-6%	-3
Cc1ccc2nc(SCCC#N)nc(C)c2c1	23%	3%	·	22	3%	12
Cn1c(SCc2nc3ccccc3s2)nnc1-c1cccs1	-25%	-15%	·	66*	0%	60*
COc1ccc(C(=O)NCCSCc2ccc(C)cc2)cc1	?	-5%	?	-12	-8%	-3
CSc1ncccc1C(=O)OCC(=O)NCc1ccc2c(c1)OCO2	-24%	1%	14%	-7	10%	-2
Brc1ccc(OCc2nc(-c3ccccn3)n[nH]2)cc1	·	?	-58%	34	15%	29*
Cc1cc(C(=O)Nc2ccccc2C(=O)N2CCCCC2)ccc1[N+](=O)[O-]	-2%	4%	-25%	5	12%	-2
CC1Cc2ccccc2N1c1ncnc(N)c1[N+](=O)[O-] (configuration not stated)	-4%	-7%	43%[activator]	-16	·	2
CCCCCn1c(CN2CCN(Cc3ccccc3)CC2)nc2c1c(=O)[nH]c(=O)n2C	-55%	-2%	?	-12	0%	-2
CC(Sc1nnc(Cc2cccs2)n1C1CCCCC1)C(N)=O (configuration not stated)	-6%	1%	8%	-17	9%	-2
O=C(Cc1c(F)c(F)c(F)c(F)c1F)Nc1nc(-c2ccccc2)cs1	-11%	-5%	-6%	17	26%	-4
Nc1nc(-c2ccc3c(c2)NC(=O)CO3)cs1	19%	-15%	·	19	?	17
CN(CC(=O)Nc1ccccc1Cl)CC(=O)c1c(N)n(Cc2ccccc2)c(=O)n(C)c1=O	-12%	·	?	·	0%	·
Cc1cc(OC(C)C(=O)NCc2ccncc2)c2c3c(c(=O)oc2c1)CCC3 (configuration not stated)	-7%	·	?	-11	-14%	-1
CCc1ccc(N2CC(C(=O)N/N=C/c3ccccc3OC)CC2=O)cc1 (configuration not stated)	0%	-9%	11%	3	-1%	-10
Cc1ccc(NC(=O)CC2S/C(=N/N=C/c3c[nH]c4ccccc34)NC2=O)cc1 (configuration not stated)	24%	-3%	-14%	-11	-7%	1

Full records, quoted from the list:
Profile of O=C(CN1CCOCC1)N/N=C/c1ccc(-c2ccc(C(=O)O)cc2)o1 : Pf growth 48h: 11%; Giardia FBPA inh: ?; Pf growth 96h: 11%; Shiga toxin inh: 10; Sm TGR block: -1%; Cycloheximide cs: 7
Profile of CC1Cc2ccccc2N1c1ncnc(N)c1[N+](=O)[O-] (configuration not stated) : Pf growth 48h: -4%; Giardia FBPA inh: -7%; Pf growth 96h: 43%[activator]; Shiga toxin inh: -16; Sm TGR block: ·; Cycloheximide cs: 2

(list continues)
SMILES	Pf growth 48h	Giardia FBPA inh	Pf growth 96h	Shiga toxin inh	Sm TGR block	Cycloheximide cs
CC(=O)N1N=C(c2ccc(Br)cc2)CC1c1cn(C)c2ccccc12 (configuration not stated)	4%	0%	?	2	-3%	1
Oc1ccccc1N=Cc1c(O)ccc2ccccc12	?	?	10µM*	39*	28µM*	11*
Cc1ccc(OCCSc2nc(NC(C)C)nc(NC(C)C)n2)cc1	?	-4%	?	-11	9%	-2
O=C(CSc1nnc(COc2ccc(Br)cc2)o1)N1CCOCC1	-11%	3%	14%	-6	-11%	-3
CC[C@H](C)[C@H](NC(=O)[C@H](Cc1ccc(O)cc1)NC(=O)CNC(=O)[C@@H]1CCCN1C(=O)[C@H](CC(=O)O)NC(=O)[C@@H](N)CS)C(=O)NCC(=O)N[C@@H](CO)C(=O)N[C@@H](CCCN=C(N)N)C(N)=O	·	-1%	·	-4	·	-4
COc1ccc(-c2nc3ccccc3c(=O)n2CCOc2ccc(C)cc2C)cc1	?	-5%	?	-12	-1%	-2
CN(CC1CCCN(CCc2cccc(C(F)(F)F)c2)C1)C(=O)c1cc2ccccc2o1 (configuration not stated)	10µM*	-4%	31%[activator]	-3	-18%	0
COc1ccccc1C(=O)NCCc1nc2ccccc2[nH]1	-13%	0%	-15%	-6	0%	-3
C[C@@H](C(=O)Nc1ccc2ccccc2c1)[C@H]1C[C@]1(C)[C@H](NS(=O)(=O)c1ccc(-c2ccccc2)cc1)c1ccccc1	12µM*	-7%&1%	8.3µM*	7	-11%	8
CCc1ccc2nc(N(CCN(C)C)C(=O)c3ccc4ncsc4c3)sc2c1	-20%	·	218%[activator]	117*	?	68*
CCN(C(=O)CSc1ncccc1C(=O)O)C1CCCCC1	14%	14%	0%	-2	6%	1
CN1CCN(CCNC(=O)Nc2ccc([N+](=O)[O-])cc2)CC1	?	2%	?	11	-15%	-2
CCCCn1c(NC(=S)Nc2ccccc2)nc2ccccc21	5.2µM*	?	?	-15	-18%	12
COc1ccc(S(=O)(=O)N2CCN(c3ccc(F)cc3)CC2)cc1C(=O)N1CCOCC1	0%	0%	-12%	-5	-3%	1
CC(=O)c1cnn(-c2cc(Oc3ccc(F)cc3)ncn2)c1C	·	3%	-10%	-13	-29%	0
CCc1cc2ccc(OC)cc2nc1SCC(=O)Nc1cc(C)on1	12%	-3%	?	8	-6%	-1

Compounds as they come; overall some 24% were active at least once.
